Tb PYK inh: blocks Trypanosoma brucei pyruvate kinase. Q57TT1. Potency, µM (highest dose often 76.8 µM), inactives show at the top dose activity, negative = inhibition, actives largely listed as inhibitors. TbPYK enzyme, Kinase-Glo Plus ATP luminescence, 45 min. 410,000 compounds, 0.12% hits; also: nearly all actives have a fitted effect of over 50% in size
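Readout: single end-point luminescence (Kinase-Glo Plus, 10 min). Reaction conditions were TbPYK/substrate plus 130 uM ADP, 45 min at RT, pH 7.2 TEA buffer. No-enzyme wells served as controls, and data were normalized before concentration-response fitting.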
Pf growth 96h: P. falciparum growth inhibition at 96 hours; P. falciparum luciferase reporter growth, 96 h; Potency, µM (series often up to 28.7 µM), for the others: at the highest dose activity change, negative = inhibition, actives largely listed as inhibitors; 320,000 compounds, 6.9% hits; AID 504834
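Plates of compound plus infected erythrocytes (2% hematocrit, 0.05% parasitemia final) incubate 96 hours, 37 C, 5% CO2. Detection reagent added; reduced luminescence from the parasites' luciferase reporter flags inhibition.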
HCV inh: blocks hepatitis C virus; Potency, µM (doses to about 41.8 µM), without a hit: at the top dose activity change, negative = inhibition, hits mostly inhibitors; 340,000 compounds, 3.4% hits; Huh7.5.1 HCVcc-Cre infection, luciferase reporter, 44 h
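Luciferase read-out (15 sec integration) after a 15 min room-temperature substrate step quantifies HCVcc-Cre infection. Cells, 1,000 per well, had compound added 4 h post-plating, then virus at ~0.5 moi, and were cultured 44 h.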
Sm TGR block: inhibitors of Schistosoma mansoni thioredoxin glutathione reductase; purified TGR, DTNB reduction, TNB absorbance 405 nm; Potency, µM (doses to about 114 µM), for inactives: top-dose activity change, negative = inhibition, hits mostly inhibitors; 360,000 compounds, 3% hits; AID 485364; also: nearly all actives have a fitted effect of over 60% in size
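TGR 20 nM + NADPH 100 uM (dispensed conc.), cpd preinc 15 min RT; start with NADPH (500 uM addition) then DTNB (15 mM addition). Kinetic TNB absorbance, 405 nm filter. Four-parameter Hill fit across titration.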
Pf growth 48h: P. falciparum growth inhibition at 48 hours (one generation); P. falciparum luciferase growth in erythrocytes, 48 h; Potency, µM (titrated, usually from 28.7 µM), for inactives: at the highest dose activity change, negative = inhibition, usual class: inhibitors; 310,000 compounds, 5.9% hits; AID 504832
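Luminescence readout; reporter = integrated firefly luciferase in P. falciparum. RBC culture at 2% hematocrit, 0.1% parasitemia final, 37 C/5% CO2; decreased signal taken as growth inhibition.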
LmPK inh: blocks Leishmania mexicana pyruvate kinase activity. Q27686. purified LmPK, Kinase-Glo ATP luminescence, 1 h. Potency, µM (highest dose often 57.5 µM), without a hit: at the top dose activity change, negative = inhibition, most hits filed as inhibitors. 290,000 compounds, 0.37% hits. AID 1721
Target sequence (Q27686 whole entry, looked up): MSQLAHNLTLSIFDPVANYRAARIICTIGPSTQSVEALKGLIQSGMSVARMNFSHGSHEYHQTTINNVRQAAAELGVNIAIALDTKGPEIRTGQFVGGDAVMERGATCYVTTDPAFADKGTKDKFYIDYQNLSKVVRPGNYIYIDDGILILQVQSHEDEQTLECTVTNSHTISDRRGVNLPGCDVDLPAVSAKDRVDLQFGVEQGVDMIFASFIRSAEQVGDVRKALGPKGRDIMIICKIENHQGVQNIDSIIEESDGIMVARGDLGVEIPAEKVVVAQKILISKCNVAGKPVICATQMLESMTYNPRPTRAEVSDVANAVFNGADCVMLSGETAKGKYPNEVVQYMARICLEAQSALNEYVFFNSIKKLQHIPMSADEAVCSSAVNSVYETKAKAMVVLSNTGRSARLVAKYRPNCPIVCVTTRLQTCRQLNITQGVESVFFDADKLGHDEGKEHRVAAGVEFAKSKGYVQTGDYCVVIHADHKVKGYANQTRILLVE
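ATP generated from ADP (0.1 mM) and PEP (0.5 mM) by 0.1 nM LmPK over 1 h at room temperature (pH 7.2 imidazole buffer) was detected by coupled luciferase luminescence. Values were normalized to uninhibited and no-enzyme wells.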
* hit, by the source's call; ? = inconclusive; / = no result given; [ ] = dose if it differs, or a comment. Calls follow the shape of the dose curve; as a rule, active = well fitted curve in the direction sought with a large enough effect; inconclusive = small, poorly fitted or top-dose-only effect, or another doubt; inactive = no such curve, though single readings can be large; an effect the other way counts as inactive or inconclusive. % is scaled to controls: 0 for no effect and ±100 for the full control effect; potency is read from the fitted curve at half-maximal effect.

structure,Tb PYK inh,HCV inh,Pf growth 48h,LmPK inh,Pf growth 96h,Sm TGR block
CCN(CC)CCC(=O)N1c2ccccc2CCc2ccc(NC(=O)OC)cc21,1%,-9%,5%,-1%,?,14%
CC(C)c1ccc(/C=C(\NC(=O)c2ccccc2)C(=O)NCCCN2CCOCC2)cc1,-2%,4%,0%,-1%,14%,-5%
CCc1c(C(=O)OC)nnc2cc(C)nn12,-2%,15%,/,2%,-2%,-2%
Cc1cc(C)c(NC(=S)NC(NC(=O)c2ccccc2)C(Cl)(Cl)Cl)c(C)c1 (stereo not given),-15%,-32%,3.3µM*,-4%,-8%,2%
CCN1C(=O)CS/C1=N\c1nccs1,-4%,6%,17%,-2%,-9%,-1%
O=C(O)c1ccc(Cl)c(S(=O)(=O)N2CCCC2)c1,4%,20%,-1%,3%,5%,-2%
COCCn1c(C)cc(C(=O)COc2ccc(C)nc2[N+](=O)[O-])c1C,-20%,-18%,26%,2%,6%,-24%
Cc1ccsc1C1C(C(=O)O)c2ccccc2C(=O)N1C (stereo not given),-3%,18%,?,1%,/,-5%
Cc1ccc(-n2ncc3c(N4CCC5(CC4)OCCO5)ncnc32)c(C)c1,1%,?,/,9%,5.2µM*,-3%
CCCCN(CC)c1nc(N)c2c(N)nc(OCC)cc2c1C#N,-5%,?,/,-3%,13µM*,-10%
COc1ccc(OC)c(NC(=O)c2cc3c(=O)n4ccccc4nc3n2C)c1,2%,?,1%,-10%,?,1%
COCCn1c(SCC#N)nnc1-c1ccc2c(c1)OCO2,-10%,19%,2%,1%,/,4%
Cc1ccccc1NCC(=O)N/N=C\C=C\c1cccc([N+](=O)[O-])c1,-5%,-2%,35%[activator],-1%,17%,-1%
CC(=O)OC(Cn1ccnc1)c1ccccc1 (stereo not given),-22%,11%,5%,1%,/,0%
Cc1cccc(C)c1-n1c(C)nn(-c2ncc(C(F)(F)F)cc2Cl)c1=O,-1%,12%,-3%,-3%,12%,4%
O=C(Nc1ccc2c(c1)OCO2)c1ccc(=O)[nH]n1,0%,2%,63%[activator],-3%,102%[activator],-3%
C=CCN(CC=C)S(=O)(=O)c1ccc(NC(=S)NC(=O)/C=C/c2ccccc2)cc1,-2%,10%,?,1%,50%[activator],5%
CCOC(=O)C1CCN(C(=O)C2CCN(S(=O)(=O)c3cc(Cl)ccc3Cl)CC2)CC1,-5%,-20%,?,3%,16%,-5%
COc1ccc(N2CCN(C(=O)COC(=O)CCOc3cc(C)ccc3C)CC2)cc1,8%,-10%,22%,/,32%,8%
COc1ccc2c(c1)-c1c(ssc1=S)C(C)(C)N2C(=O)CSC1=NCCS1,-18%,10µM*,0%,7%,0%,-7%
COc1ccccc1N1CCN(C2CCCN(S(=O)(=O)c3cccc(Cl)c3)C2)CC1 (stereo not given),1%,/,?,1%,?,2%
Cc1ccccc1Cn1nnc(-c2cccc(C(=O)O)c2)n1,2%,3%,198%[activator],-1%,17%,-2%
CCCNC(=O)c1ccc(SCC(=O)N(CC)CC)c([N+](=O)[O-])c1,-10%,?,-5%,6%,70%[activator],13%
C=CCn1c(-c2csc(-c3ccc(Cl)cc3)n2)n[nH]c1=S,-17%,21%,-5%,3%,/,15%
CCNC(=S)N(Cc1ccc(OC)cc1)C1CC(=O)N(c2ccc(OCC)cc2)C1=O (stereo not given),9%,?,?,0%,?,-12%
CC(=O)NCCc1ccc(-c2csc(NC(=O)C3CC(=O)N(C4CCCC4)C3)n2)cc1 (stereo not given),4%,?,?,/,-24%,-3%
CCc1ccc2oc(=O)cc(CN(C)Cc3ccccc3)c2c1,1%,?,8.3µM*,-6%,/,-6%
CCOC(=O)Cn1c(CN2CCN(c3cccc(Cl)c3)CC2)nc2c1c(=O)[nH]c(=O)n2C,-2%,10%,?,2%,?,1%
COc1cc(C2C(C(=O)OC(C)C)=C(C)Nc3ncnn32)cc(OC)c1OC (stereo not given),-10%,14%,/,-5%,-1%,-9%
Cc1nn(C)cc1C(C(=O)NC1CCCCC1)N(C(=O)Cc1cccs1)c1ccc(F)cc1 (stereo not given),17%,32%[activator],0%,-1%,22%,-11%
CCOC(=O)c1ncn2c1C(=O)OC2(C)C,3%,2%,-6%,1%,?,-7%
O=C(OC(C(=O)NCC1CCCO1)c1ccc(F)cc1)c1ccco1 (stereo not given),-2%,-1%,2%,5%,9%,2%
COc1cc(OC)cc(C(=O)N[C@H](C(=O)NCCc2c[nH]c3ccccc23)C(C)C)c1,-21%,-27%,-23%,-7%,?,2%
CCOc1ccc(N=C(/C(C(=O)C(=O)N2CCOCC2)=C(/O)c2ccccc2)c2ccccc2)cc1,0%,-9%,149%[activator],1%,350%[activator],?
COc1ccc(NC(=O)c2cc(CN3C(=O)c4ccccc4C3=O)ccc2OC)cn1,-14%,0%,-2%,0%,48%[activator],2%
CCOC(=O)C1=C(C)N(C)C(=O)NC1c1c(C)nn(-c2ccccc2)c1C (stereo not given),4%,3%,/,11%,?,1%
Brc1ccc(-c2ccccc2)cc1,-9%,14%,39%[activator],/,?,0%
COc1ccc(CCN2C(=O)CS/C2=N\NC(=O)c2cccs2)cc1OC,4%,-9%,-9%,0%,20%,13%
C=CCn1c(=N)n(CC(=O)c2ccc(Br)cc2)c2ccccc21,6%,-5%,?,0%,7%,-5%
O=c1cc(CS(=O)(=O)c2ccccc2)nc(-c2ccncc2)[nH]1,-1%,11%,12µM*,3%,?,-1%
O=C(NC(=S)Nc1cccc2c(O)cccc12)c1ccco1,-2%,-9%,?,-3%,?,25µM*
COc1ccc(N2CC(C(=O)N(C)CC(=O)Nc3ccc(Cl)c(C(F)(F)F)c3)CC2=O)c(OC)c1 (stereo not given),1%,?,?,/,13µM*,2%
O=C(NC1CCCC1)C(c1ccsc1)N(C(=O)Cc1cccs1)c1ccc(F)cc1 (stereo not given),4%,-1%,-1%,5%,28%,0%
COc1ccc(N(CC(=O)Nc2ccc(C(C)C)cc2)S(=O)(=O)c2c(C)noc2C)cc1,-3%,10%,?,0%,8%,8%
CN(C)S(=O)(=O)c1cccc(NC(=O)COc2cccc3ccccc23)c1,0%,3%,2%,/,10%,9%
COC(=O)c1cc2c([nH]c3ccccc32)c(C)n1,/,/,1%,6%,2%,1%
COC(=O)N/N=C/c1cn(CCOc2ccc(OC)cc2)c2ccccc12,7%,?,7%[0.00184 µM],1%,?,?
COc1cc(C2OC(=O)c3ccccc3S2)cc(OC)c1OC (stereo not given),-1%,4%,10%,6%,7%,32%
CCOC(=O)c1sc(=S)n(C)c1NC(=O)c1ccccc1Cl,-16%,1%,10%,1%,?,-10%
COc1ccc(C2=NN(C(=O)c3ccco3)C(c3cc4ccccc4nc3Cl)C2)cc1 (stereo not given),-7%,-10%,-11%,2%,11%,45µM*
C=CCn1c(O)c(C(C)=O)c(=O)[nH]c1=O (tested in a mixture with another compound),-1%,22%,77%[activator],-4%,107%[activator],?
C/C(=N\O)c1c(C)c2ccccc2n1C,0%,15%,5%,0%,2%,-5%
O=C(CCSc1nnc2ccccn12)Nc1ccc(F)cc1,-7%,12%,-13%,-2%,/,-13%
CC(=O)NC(CCS(C)(=O)=O)C(=O)Nc1ccccc1 (stereo not given),2%,7%,19%,-3%,25%,-8%
CCN(CC)Cc1c(C(=O)OC(C)C)nnn1-c1nonc1N,10%,4%,5%,0%,?,-6%
COc1ccc2oc(-c3cccc(NC(=O)CSc4ccc(Cl)cc4)c3)nc2c1,11%,-7%,69%[activator],1%,-8%,3%
CN(C)CCNC(=O)c1cccc(S(=O)(=O)Nc2ccc(F)cc2)c1,-3%,7%,110%[activator],-8%,17%,?
CC(C)(C)C(=O)N(CCN(C(=O)C(C)(C)C)c1ccccc1)c1ccccc1,-8%,?,?,1%,?,6%
Cc1[nH]c2ccccc2c1C(Nc1nccs1)c1ccncc1 (stereo not given),7%,0%,-18%,5%,?,40µM*
CN(C)C(CN1C(=O)C2CC=CCC2C1=O)c1cn(C)c2ccccc12 (stereo not given),-3%,5%,?,5%,?,4%

Of the compounds above, these have a cyano group.
structure,Tb PYK inh,HCV inh,Pf growth 48h,LmPK inh,Pf growth 96h,Sm TGR block
CCCCN(CC)c1nc(N)c2c(N)nc(OCC)cc2c1C#N,-5%,?,/,-3%,13µM*,-10%
COCCn1c(SCC#N)nnc1-c1ccc2c(c1)OCO2,-10%,19%,2%,1%,/,4%

Individual results from the entries so far.
COC(=O)N/N=C/c1cn(CCOc2ccc(OC)cc2)c2ccccc12 in Tb PYK inh shows 7%
Brc1ccc(-c2ccccc2)cc1 in Pf growth 48h shows 39%[activator]
CN(C)C(CN1C(=O)C2CC=CCC2C1=O)c1cn(C)c2ccccc12 (stereo not given) in Sm TGR block shows 4%

Next records:
structure,Tb PYK inh,HCV inh,Pf growth 48h,LmPK inh,Pf growth 96h,Sm TGR block
Cc1cc(-n2nc(C)cc2C)nc(NS(=O)(=O)c2ccccc2)n1,3%,11%,5%,7%,?,6%
CC(C)CCNC(=O)C(c1ccncc1)N(CC1CCCO1)C(=O)Cn1nnc(-c2ccc(F)cc2)n1 (stereo not given),-8%,-8%,?,3%,-10%,-19%
O=C(Nc1cccc(-n2cccn2)c1)C1CCCN(Cc2ccccc2F)C1 (stereo not given),-14%,?,?,-4%,?,-3%
Cc1cccc(NC(=O)CSc2nc(C)nc3c2c(=O)n(C)c(=O)n3C)c1,0%,15%,/,7%,?,-2%
CCOC(=O)c1nnn(-c2nonc2N)c1-c1ccc(OC)cc1,-7%,12%,2.1µM*,1%,?,0%
COC(=O)C1=C(C)N(C)C(=O)NC1c1ccc(O)c(Cl)c1 (stereo not given),0%,5%,7%,1%,?,0%
COc1ccccc1NC(=O)CCC(=O)Nc1nnc(C(F)(F)F)s1,2%,10%,-7%,4%,?,-4%
CC(C)(C)NC(=O)CSc1nnc(-c2ccco2)n1Cc1ccco1,-2%,5%,-7%,0%,/,-26%
COc1cc(NC(=O)CSc2nnc(C)s2)cc(OC)c1,9%,-9%,/,13%,/,2%
O=C(CCNC(=O)c1ccco1)Nc1ccc(F)c(Cl)c1,-19%,14%,?,5%,-5%,-15%
COc1cccc(C(=O)OCC(=O)NC(=O)NC2CCCC2)c1O,3%,15%,12%,-3%,10%,2%

2 entries picked at random from the list so far:
structure,Tb PYK inh,HCV inh,Pf growth 48h,LmPK inh,Pf growth 96h,Sm TGR block
O=C(CCNC(=O)c1ccco1)Nc1ccc(F)c(Cl)c1,-19%,14%,?,5%,-5%,-15%
CCOC(=O)c1nnn(-c2nonc2N)c1-c1ccc(OC)cc1,-7%,12%,2.1µM*,1%,?,0%

Full records as entered above.
CCOC(=O)c1ncn2c1C(=O)OC2(C)C as listed: Tb PYK inh = 3%; HCV inh = 2%; Pf growth 48h = -6%; LmPK inh = 1%; Pf growth 96h = ?; Sm TGR block = -7%
CCNC(=S)N(Cc1ccc(OC)cc1)C1CC(=O)N(c2ccc(OCC)cc2)C1=O (stereo not given) as listed: Tb PYK inh = 9%; HCV inh = ?; Pf growth 48h = ?; LmPK inh = 0%; Pf growth 96h = ?; Sm TGR block = -12%
COc1cc(NC(=O)CSc2nnc(C)s2)cc(OC)c1 as listed: Tb PYK inh = 9%; HCV inh = -9%; Pf growth 48h = /; LmPK inh = 13%; Pf growth 96h = /; Sm TGR block = 2%

Screens (PubChem)
